Pin1 inh: human Pin1 inhibition; Pin1 FP peptide displacement, HiFluor488, 10 min; Potency, µM (doses to about 115 µM), inactives show at the highest dose activity, negative = inhibition, hits mostly inhibitors; 390,000 tested, 0.009% active; active = well fitted inhibition curve with a large enough effect in the polarisation, with a control signal flat, not every such curve was filed as active; inconclusive = small, poorly fitted or top-dose-only effect, or effect the other way, or a change in a side signal; inactive = no such curve, though single readings can be large or run the other way; the % refers to the polarisation; note: potency is the fitted concentration of half-maximal effect; % is set by controls: 0 for no effect and ±100 for the full control effect
PI4K2A block: PI4K2A (human) kinase inhibition; Q9BTU6; purified PI4K2A, ADP-Glo luminescence, 1 h; stronger effect = lower value; activity change, negative = inhibition, % at 76.9 µM; 420,000 tested, 0.13% active; AID 1346378; in the data active = activity change below about -50%; inconclusive = mostly about -30% to -49%;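 note: -100% = wells without enzyme as full effect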
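Compounds are screened against recombinant PI4K2A using PI as substrate and ATP, the latter dispensed at 300 microM. Reactions run one hour at ambient temperature before ADP-Glo detection; full inhibition defined by wells lacking enzyme.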
JMJD2A Tudor: blocks the human JMJD2A Tudor domain; O75164; AlphaScreen JMJD2A-Tudor / H3K4me3 peptide binding; Potency, µM (highest dose often 114 µM), for the others: at the highest dose activity change, negative = inhibition, hits mostly inhibitors; 390,000 tested, 4.4% active; AID 504339; note: potency is the fitted concentration of half-maximal effect; % is set by controls: 0 for no effect and ±100 for the full control effect; nearly all actives have a fitted effect of over 50% in size
G9a inh: inhibitors of human histone lysine methyltransferase G9a; 350,000 tested, 8.8% active; Potency, µM (doses to about 102 µM), without a hit: top-dose activity, negative = inhibition, hits mostly inhibitors; Q96KQ7; AID 504332; G9a H3K9 monomethylation, AlphaScreen, 2 h; note: potency is the fitted concentration of half-maximal effect; % is set by controls: 0 for no effect and ±100 for the full control effect; nearly all actives have a fitted effect of over 75% in size
Target sequence (Q96KQ7 913-1193 limits assumed): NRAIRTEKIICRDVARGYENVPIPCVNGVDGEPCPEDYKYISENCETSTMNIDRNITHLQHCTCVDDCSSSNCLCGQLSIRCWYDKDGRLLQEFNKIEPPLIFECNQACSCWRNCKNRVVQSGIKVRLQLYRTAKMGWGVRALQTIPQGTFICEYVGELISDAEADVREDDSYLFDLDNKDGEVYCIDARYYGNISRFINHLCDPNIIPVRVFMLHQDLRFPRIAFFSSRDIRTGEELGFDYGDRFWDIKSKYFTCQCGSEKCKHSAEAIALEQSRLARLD
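Step 1: enzyme (final 20 nM) with compound, 15 min RT. Step 2: substrate peptide 500 nM and SAM 20 uM, 2 h RT. Step 3: anti-H3K9me1 antibody and AlphaScreen beads, 10 min, then plate read.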
ERG-DNA inh: ERG Ets/DNA interaction inhibition; fluorescence polarization, His-ERG Ets domain / labelled DNA; Potency, µM (top dose mostly 76.9 µM), without a hit: at the highest dose FP activity, negative = inhibition, hits mostly inhibitors; 370,000 tested, 0.028% active; active = well fitted inhibition curve with a large enough effect in the polarisation, with a control signal flat; inconclusive = small, poorly fitted or top-dose-only effect, or effect the other way, or a change in a side signal; inactive = no such curve, though single readings can be large or run the other way; the % refers to the polarisation;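 note: polarization taken with two DNA probes labelled with fluorescein and Texas red; potency is the fitted concentration of half-maximal effect; % of control where 0% means no effect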
Target sequence (P11308 whole entry, looked up, the tested form may be a part): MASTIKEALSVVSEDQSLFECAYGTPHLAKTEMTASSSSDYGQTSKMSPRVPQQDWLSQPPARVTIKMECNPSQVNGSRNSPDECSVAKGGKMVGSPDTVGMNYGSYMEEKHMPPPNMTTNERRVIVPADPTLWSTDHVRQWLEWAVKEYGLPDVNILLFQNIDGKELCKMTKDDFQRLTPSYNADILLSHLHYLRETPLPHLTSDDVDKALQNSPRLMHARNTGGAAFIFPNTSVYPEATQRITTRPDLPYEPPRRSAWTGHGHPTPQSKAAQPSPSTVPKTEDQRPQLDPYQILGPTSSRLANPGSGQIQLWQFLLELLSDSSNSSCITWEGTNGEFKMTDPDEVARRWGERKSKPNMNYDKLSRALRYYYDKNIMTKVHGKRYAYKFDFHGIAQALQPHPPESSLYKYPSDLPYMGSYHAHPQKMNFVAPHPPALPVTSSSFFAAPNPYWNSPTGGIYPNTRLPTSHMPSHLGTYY
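His-tagged ERG Ets domain (1 uM in the protein solution; 300mM KCl, 50mM Tris-HCl, 1mM EDTA, 1mM DTT, pH 7.5) received compound, then a probe mix of 5 nM fluorescein-DNA and 100nM Texas-615-DNA. Fluorescence polarization was read for both dyes.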
HP1b binding inh: HP1-beta chromodomain-methylated histone interaction inhibition; Potency, µM (titrated, usually from 114 µM), for the others: top-dose activity change, negative = inhibition, hits mostly inhibitors; P83916; AlphaScreen HP1-beta / biotin-H3K9me3 peptide binding; 390,000 tested, 0.56% active; note: potency is the fitted concentration of half-maximal effect; nearly all actives have a fitted effect of over 70% in size; inactives centre near 23
Target sequence (P83916 whole entry, looked up): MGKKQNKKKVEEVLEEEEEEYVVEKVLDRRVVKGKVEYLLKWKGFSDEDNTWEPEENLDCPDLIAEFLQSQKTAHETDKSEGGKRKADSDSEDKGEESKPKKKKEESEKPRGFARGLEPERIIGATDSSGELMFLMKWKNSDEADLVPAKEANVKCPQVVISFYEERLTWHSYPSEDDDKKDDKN
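Compound inhibition of the preformed complex between 50 nM HP1-beta and 50 nM biotinylated H3K9me3 peptide was read by AlphaScreen. Buffer was PBS pH 7.4 with 0.01% Tween-20. Incubations ran 30 min at room temperature, with 10 ug/mL donor/acceptor beads.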
BAZ2B inh: blocks human BAZ2B | AlphaScreen BAZ2B-H3K14Ac peptide displacement | Potency, µM (highest dose often 114 µM), inactives show at the top dose activity change, negative = inhibition, most hits filed as inhibitors | 360,000 tested, 4.4% active | AID 504333; note: potency is the fitted concentration of half-maximal effect; % is set by controls: 0 for no effect and ±100 for the full control effect; nearly all actives have a fitted effect of over 60% in size
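Multi-concentration screen (max 110 uM) measuring displacement of acetylated histone H3 peptide from BAZ2B by AlphaScreen, using 50 nM protein, 50 nM peptide and 10 ug/mL streptavidin donor plus Ni-chelate acceptor beads.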
PGK inhibitor: inhibitors of T. brucei phosphoglycerate kinase | P07378 | PGK/GAPDH coupled, Kinase-Glo luminescence, 60 min | Potency, µM (highest dose often 57.5 µM), without a hit: at the top dose activity change, negative = inhibition, actives largely listed as inhibitors | 380,000 tested, 0.043% active; note: potency is the fitted concentration of half-maximal effect; % is set by controls: 0 for no effect and ±100 for the full control effect; nearly all actives have a fitted effect of over 60% in size
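Recombinant glycosomal PGK reaction used 1,3-bisphosphoglycerate generated in-well by GAPDH (100nM final) in 100mM TEA pH 7.6, 5mM MgCl2, 0.01% Tween-20. After 60 minutes at room temperature, ATP was read by Kinase-Glo Plus luminescence end-point.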
GLS inh: glutaminase GLS (human) inhibition | O94925 | GLS enzymatic activity, qHTS titration | Potency, µM (series often up to 45.5 µM), inactives show at the highest dose activity change, negative = inhibition, hits mostly inhibitors | 410,000 tested, 0.21% active; note: potency is the fitted concentration of half-maximal effect; % is set by controls: 0 for no effect and ±100 for the full control effect
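Enzyme dispensed in phosphate buffer (45 mM, pH 8.2, 0.02% Tween-20), compounds pinned in, then 1 mM L-glutamine solution and the glutamate oxidase–HRP–Amplex Red mix added; fluorescence read immediately and again after 30 min at room temperature.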
* marks the source's active call; other numbers are inactive results; i = inactive; ? = inconclusive; / = not tested or not shown; [ ] = dose if it differs, or a comment. Unless noted, calls come from the whole dose curve; as a rule, active = well fitted curve in the direction sought with a large enough effect; inconclusive = small, poorly fitted or top-dose-only effect, or another doubt; inactive = no such curve, though single readings can be large; an effect the other way counts as inactive or inconclusive.

SMILES	Pin1 inh	PI4K2A block	JMJD2A Tudor	G9a inh	ERG-DNA inh	HP1b binding inh	BAZ2B inh	PGK inhibitor	GLS inh
CCc1ccc(N2CCn3c2nc2c3c(=O)n(C/C=C/c3ccccc3)c(=O)n2C)cc1	-6%	-1	-13%	2%[59 µM]	0%	9%	0%	-3%	-9%
O=C(O)c1cc(S(=O)(=O)NC2CCCc3ccccc32)ccc1O (centres undefined)	-9%	1	-7%	?	-2%	10%	2%	i	0%
Cc1c(Cl)c([N+](=O)[O-])nn1CCCC(=O)NC(C)c1ccccc1 (centres undefined)	4%	1	-8%	-6%	-3%	11%	-3%	-1%	8%
CCOC(=O)N1CCC(NC(=O)CS(=O)(=O)Cc2nc(-c3cccc(Cl)c3)oc2C)CC1	1%	-6	-26%	-18%	6%	21%	-10%[57.1 µM]	-6%	-2%
O=C(OCc1csc(-c2ccccc2)n1)C1=NN(c2ccccc2)C(=O)CC1	2%	1	18%	10%[12.7 µM]	0%	60%[activator]	2%	i	-2%
Cc1ccc2ccc3cc(C(=O)Nc4ccc(C)c(F)c4)nc3c2[nH]1	9%	-7	-19%	?	1%	23%	6%[57.1 µM]	2%	0%
COc1ccc(CC(=O)NC(C)c2nnc(SCC(=O)c3ccc(OC)cc3)n2C)cc1 (centres undefined)	-1%	4	-21%	/	6%	11%	11%	-6%	-3%
O=c1cc(CN2CCN(Cc3ccccc3)CC2)c2ccc(O)c(O)c2o1	-15%	-3	?	35µM*	-8%	4%	40µM*	?	?
CN(C)N1C(N)=C(C#N)C(c2cccs2)C2=C1CCCC2=O (centres undefined)	5%	0	-14%[11.4 µM]	-33%	-6%	-6%	-28%	-3%	-15%
Clc1ccccc1OCc1nn[nH]n1	0%	-5	-5%	?	1%	51%[activator]	-17%	-3%	6%
COc1ccc(N2CCN(C3CCCN(C(=O)CSC)C3)CC2)cc1 (centres undefined)	-3%	0	-24%	6%	5%	18%	-4%	-3%	0%
Cc1c(OCC(=O)NCCN2CCOCC2)ccc2c3c(c(=O)oc12)CCC3	2%	7	-17%	-6%	12%	23%	-11%	-9%	-11%
C=CCNC(=S)NNC(=O)c1ccc(OCC(C)C)cc1	4%	2	-4%	84%[activator][12.7 µM]	2%	55%[activator]	-6%	-11%	0%
O=S(=O)(NC1=NCCC1)c1cccc(NS(=O)(=O)c2ccc(OC(F)(F)F)cc2)c1	0%	1	-7%	28%[59 µM]	9%	12%	-1%	6%	13%
Cc1nn(C)cc1S(=O)(=O)N1CCN(Cc2ccccc2Cl)CC1	-3%	7	1%	-10%	-11%	32%	-22%	5%	4%

2 compounds from above, limited to HP1b binding inh, GLS inh and ERG-DNA inh.
molecule | HP1b binding inh | GLS inh | ERG-DNA inh
Cc1c(Cl)c([N+](=O)[O-])nn1CCCC(=O)NC(C)c1ccccc1 (centres undefined) | 11% | 8% | -3%
Cc1nn(C)cc1S(=O)(=O)N1CCN(Cc2ccccc2Cl)CC1 | 32% | 4% | -11%

Following part
SMILES	Pin1 inh	PI4K2A block	JMJD2A Tudor	G9a inh	ERG-DNA inh	HP1b binding inh	BAZ2B inh	PGK inhibitor	GLS inh
Cc1cc(NS(=O)(=O)c2ccc3nc(-c4ccccc4)[nH]c3c2)ccc1Br	17%	-2	-23%	-1%[59 µM]	-10%	11%	-3%	-1%	-8%
COC(=O)c1ccc(Oc2nc(Nc3ccc(F)cc3)nc(N3CCCC3)n2)cc1	0%	-15	-6%	-7%[59 µM]	-3%	3%	-18%	-7%	8%
Cc1nnc(SCC(=O)NCC2COc3ccccc3O2)s1 (centres undefined)	0%	-2	-6%	-13%[12.7 µM]	-17%	19%	-5%	i	5%
CN(C)S(=O)(=O)Oc1cccc(C(=O)Nc2cccc(Cl)c2)c1	1%	0	2%[57.1 µM]	33%[activator]	0%	63%[activator]	10%	7%	-1%
O=C(CC12CC3CC(CC(C3)C1)C2)Nc1ccccc1N1CCOCC1	-1%	-1	6%	-38%	-3%	27%	-15%	-5%	9%
CC(C)c1onc(C(=O)N(C)Cc2ccccc2)c1[N+](=O)[O-]	17%	17	1%	-6%[59 µM]	5%	35%	?	-9%	0%
Cc1ccc(CCNC(=O)C2CC(c3ccc(C(F)(F)F)cc3)=NO2)cc1 (centres undefined)	-2%	2	-15%	27%[12.7 µM]	1%	29%	9%	2%	-5%
COc1ccc(OC)c(C(c2nnnn2C2CCCC2)N2CCN(c3ccccc3F)CC2)c1 (centres undefined)	0%	-2	-34%	-5%[59 µM]	-1%	-2%	50µM*	-4%	4%
CCc1cc(-c2[nH]ncc2-c2ccc3c(c2)OCO3)c(O)cc1O	-1%	1	32µM*	?	/	?	32µM*	-6%	-1%
CCOc1cc(C2NC(=O)NC(c3ccccc3)=C2C(C)=O)ccc1OC(C)=O (centres undefined)	4%	-3	-14%	6%	-1%	47%[activator]	1%	-9%	-1%
O=C(c1ccc(Cn2cc([N+](=O)[O-])cn2)o1)N1CCCC1	-6%	0	-8%	15%	-4%	?	-9%	-8%	1%
COc1cc2c(cc1OC)CN(c1ccc(C(N)=O)cc1[N+](=O)[O-])CC2	-4%	0	-26%	?	3%	49%[activator]	-35%	7%	4%
CCOc1cc(C(=O)N2CCN(c3ccccc3)CC2)cc(OCC)c1OCC	-1%	4	-14%	5%[59 µM]	-1%	-3%	10%	-11%	20%
NC(=O)C1CC(=O)N(c2ccc(OCc3ccccc3Cl)cc2)C1 (centres undefined)	2%	3	-16%	6%	-5%	43%[activator]	-1%	i	0%
CC(=O)NNc1nc(-c2ccccc2)cs1	2%	-1	?	?	-9%	11%	-35%	-2%	-6%
OC(CNC1CCCC1)COCCOc1ccc(Br)cc1 (centres undefined)	-11%	120	-8%	-11%	2%	18%	-6%	-3%	-18%
Cc1csc(NC(=O)c2cc(=O)[nH]c3ccccc23)n1	15%	0	-10%	-2%	1%	40%[activator]	-5%	-2%	2%
COc1ccc(CCNC(=O)c2ccc3c(c2)NC(=O)C(C(C)C)N3)cc1OC (centres undefined)	-6%	0	-6%	3%	11%	8%	2%	-1%	-6%
COc1cccc(N=C2SC(C(=O)Nc3cccc(Cl)c3)CC(=O)N2C)c1 (centres undefined)	9%	6	-17%	12%[59 µM]	-6%	18%	1%	-1%	-5%
O=C(NCCOCc1ccccc1)C(c1ccccc1)c1ccccc1	0%	-5	18%	34%[activator]	8%	67%[activator]	-20%	-2%	-5%
Cc1noc(C)c1CSc1nnc(-c2cccnc2)n1C1CCCCC1C (centres undefined)	1%	7	-15%	6%[59 µM]	3%	23%	15%	3%	-7%
Cc1nc2ccc(NC(=O)[C@H](C)N3C(=O)C4CC=CCC4C3=O)cc2s1 (some centres undefined)	17%	-1	-20%	/	2%	-35%	/	0%	-7%
C[C@H](CCCC/C=C/C(=O)O)O[C@@H]1O[C@@H](C)[C@H](O)C[C@H]1O	-2%	1	-15%	-31%[0.501 µM]	-4%	22%	?	5%	1%
CCOC(=O)Nc1ccc(OC(=O)Oc2ccc(NC(=O)OCC)cc2)cc1	-1%	-6	-8%	/	/	28%	/	-15%	16%
COc1ccc(N(C)S(=O)(=O)c2cccc(C(=O)Nc3ccc4c(c3)OCCO4)c2)cc1	8%	-18	-28%	4%	-2%	26%	?	7%	9%
Cc1cc(C)nc(N/N=C/c2ccccc2OCc2ccccc2)n1	0%	3	?	-2%[59 µM]	3%	-7%	-11%	-4%	2%
COc1ccc(OC)c(CCNC(=O)c2c(C)oc3ncn(C)c(=O)c23)c1	-1%	-4	-19%	-33%[59 µM]	0%	15%	2%[57.1 µM]	2%	6%
Cc1ccc(OC(=O)c2cncc(Br)c2)c(C)c1	?	-3	40%[activator]	68%[activator]	1%	232%[activator]	30%	i	-5%
COc1ccc(NC(=O)c2cc3nc(-c4ccccc4)cc(-c4ccccc4)n3n2)c(OC)c1	-5%	7	23%	3%	-2%	43%[activator]	11%	-4%	-4%
CCn1cc(CNC(=O)CCc2ccc(OC)cc2)cn1	5%	3	-3%	?	0%	51%	8%	-2%	4%
Cc1c(C(=O)N2CCOCC2)c(S(=O)(=O)Nc2ccc(OC(F)(F)F)cc2)c(C)n1C	-9%	-19	-16%	-19%	-6%	16%	-30%[57.1 µM]	-6%	-6%
CC(OC(=O)CN1C(=O)NC2(CCCC2)C1=O)C(=O)Nc1cccc(Cl)c1Cl (centres undefined)	0%	1	-3%	8%[2.33 µM]	-5%	26%	5%	-5%	-6%
O=S1(=O)CCOCCCN1Cc1cccc(F)c1	-9%	-4	-12%	/	-3%	49%[activator]	4%	-9%	12%
O=C1CC(N2CCCCCC2)C(=O)N1c1ccc(F)cc1 (centres undefined)	-4%	3	-5%	11µM*	10%	35%	-18%	-9%	-7%
O=C(Cn1c(NCCO)nc2ccccc21)c1cccs1	3%	-1	-23%	-4%[59 µM]	-6%	19%	-1%	0%	20%
O=C(COC(=O)c1ccc(F)cc1F)Nc1ccc(Cl)cn1	-3%	-2	-9%	13%[59 µM]	-9%	27%	-1%	-8%	0%
CCCn1c(N)nc2ccccc21	-6%	-1	-10%	-15%	-1%	56%[activator]	-31%	-10%	2%
Cc1cccc(S(=O)Cc2ccc(C(=O)NC3CCCCCC3)o2)c1 (centres undefined)	1%	-2	4%	-6%[59 µM]	-1%	35%	-12%	-4%	3%
COc1ccc(C(=O)N2CCN(CCNC(=O)C(=O)Nc3ccc(F)cc3)CC2)cc1OC	-2%	-5	-6%	18%	-1%	2%	4%	8%	17%

High-throughput results: PubChem BioAssay, National Center for Advancing Translational Sciences (NCATS)
